EP2 antag: inhibitors of human EP2 prostaglandin E2 receptor; P43116; C6 glioma cells expressing human EP2, cAMP TR-FRET; cells stimulated with saturating PGE2; inhibition, % at 25 µM; 260,000 tested, 0.52% active; AID 1422;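 active = percent inhibition above 40 after rounding to a whole number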;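 note: rat C6 glioma host cells with rolipram phosphodiesterase inhibitor present; the protocol text gives 20 µM as final concentration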
Target sequence (P43116 whole entry, looked up): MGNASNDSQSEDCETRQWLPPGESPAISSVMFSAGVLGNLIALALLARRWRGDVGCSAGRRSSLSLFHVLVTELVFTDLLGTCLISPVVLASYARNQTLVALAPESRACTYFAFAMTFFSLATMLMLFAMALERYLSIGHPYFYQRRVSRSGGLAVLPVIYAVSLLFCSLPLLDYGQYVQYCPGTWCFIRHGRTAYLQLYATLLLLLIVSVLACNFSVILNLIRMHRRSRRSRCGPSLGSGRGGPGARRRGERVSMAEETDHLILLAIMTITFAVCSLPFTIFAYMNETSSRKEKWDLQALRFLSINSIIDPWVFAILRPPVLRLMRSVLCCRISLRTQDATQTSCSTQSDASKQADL
S1P4 antag: human S1P4 receptor antagonism. 220,000 tested, 0.26% active. inhibition, % at 4.98 µM. O95977. S1P4-expressing cells, antagonist mode, reporter read-out; in the data active = inhibition above about 29%;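 note: 0% = wells stimulated with agonist and 100% = vehicle wells without agonist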
Target sequence (O95977 whole entry, looked up): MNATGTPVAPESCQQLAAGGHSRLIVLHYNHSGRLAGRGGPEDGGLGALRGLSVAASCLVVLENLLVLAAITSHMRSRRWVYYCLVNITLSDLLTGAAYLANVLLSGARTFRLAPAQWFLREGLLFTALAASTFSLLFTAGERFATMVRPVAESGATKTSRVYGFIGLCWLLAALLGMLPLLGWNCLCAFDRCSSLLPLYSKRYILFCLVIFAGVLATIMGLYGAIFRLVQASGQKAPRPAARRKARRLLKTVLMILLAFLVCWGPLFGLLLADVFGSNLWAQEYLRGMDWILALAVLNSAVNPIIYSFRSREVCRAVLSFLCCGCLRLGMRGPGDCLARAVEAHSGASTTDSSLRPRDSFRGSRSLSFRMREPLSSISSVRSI
EP2 mod: modulators of human EP2 prostaglandin E2 receptor; P43116; EP2-expressing cells, cAMP HTRF FRET, PGE2 co-stimulation; induction, % at 25 µM; 260,000 tested, 0.83% active; AID 940;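 active = compounds whose cAMP rise, as percent of the full-agonist control response, exceeds 60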;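 note: rat C6 glioma line stably carrying human EP2 under a CMV promoter; the protocol text gives 20 µM as final concentration; 100% = response of wells given 1 µM PGE2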
NPY Y1 blocker: NPY-Y1 (human) receptor antagonism; P25929; HEK293-CNG Y1 cells, membrane potential fluorescence; NPY at EC95, then isoproterenol; inhibition, % at 3.6 µM; 200,000 tested, 1% active; AID 1040;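 active = inhibition above the campaign mean inhibition of all tested compounds plus 3 SD, cut at about 20% in these data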;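 note: 0% = DMSO wells given NPY plus isoproterenol and 100% = isoproterenol alone without NPY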
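Material: HEK293 Y1/CNG channel cell line | Also added: NPY (25 nM), isoproterenol (1 µM), Ro 20-1724 (25 µM) | Compound: One concentration, 3.6 µM, in 0.4% DMSO | Schedule: 3 h dye uptake, 1 h room-temperature compound, 45 min post-isoproterenol | Signal: Membrane-potential fluorescent dye readout | Read-out: % inhibition of NPY effect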
p97 inhibitor: inhibitors of human p97 ATPase; P55072; recombinant p97 ATPase, Kinase-Glo ATP luminescence, 3 h; inhibition, % at 8 µM; 220,000 tested, 0.42% active; in the data active = inhibition above about 15%;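 note: 0% = DMSO vehicle and 100% = wells lacking enzyme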
eIF4E 4G PPI: eIF4E/eIF4G interaction inhibition in translation initiation. P63073+Q04637. TR-FRET eIF4E-eIF4GI(517-606) binding, 2 h. inhibition, % at 21.7 µM. 220,000 tested, 0.37% active;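 active = inhibition above about 30%, limit read from the data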;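 note: 0% = full FRET control wells and 100% = background wells lacking eIF4GI fragment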
S1P4 agonist: human S1P4 receptor agonism; AID 1509; activation, % at 4.98 µM; S1P4-expressing cell line, agonist reporter assay; 220,000 tested, 0.35% active; in the data active = activation above about 11%;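 note: 0% = DMSO vehicle and 100% = reference agonist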
NPY2 pot ag: potentiators or agonists of human neuropeptide Y receptor Y2. activation, % at 3.6 µM. P49146. 220,000 tested, 0.45% active. cells expressing NPY-Y2, potentiator/agonist read-out; in the data active = activation above about 27%;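 note: cells stimulated with NPY near EC25 plus isoproterenol at EC100; 0% = vehicle plus submaximal agonist and 100% = vehicle plus saturating agonist; some results beyond the cut were filed as inactive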
NPY-Y1 PAM-ag: potentiates or activates human NPY-Y1 receptor | NPY-Y1 expressing cells, potentiator/agonist activation | activation, % at 3.6 µM | 220,000 tested, 0.37% active; in the data active = activation above about 33%, passing the limit was not always enough;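 note: cells stimulated with NPY at EC10 then isoproterenol at EC100; 0% = low agonist plus stimulus and 100% = saturating agonist plus stimulus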
* marks the source's active call; other numbers are inactive results; · = no result given; & = joins results of further samples; [ ] = dose if it differs, or a comment.

SMILES	EP2 antag	S1P4 antag	EP2 mod	NPY Y1 blocker	p97 inhibitor	eIF4E 4G PPI	S1P4 agonist	NPY2 pot ag	NPY-Y1 PAM-ag
Cc1ccc(-c2nnn(CC(=O)N(Cc3ccco3)C(C(=O)NC3CCCC3)c3cccs3)n2)o1 (configuration not stated)	8	-21	10	4	-1	-4[fluorescence artefact?]	1.6	-12	-21
O=C(CC1NCCc2ccccc21)Nc1cccc(Cl)c1 (configuration not stated)	4	-9	-42	3	1	0	3.2	1	-13
COC(=O)c1ccc(C2C(C(=O)Nc3ccccc3C)=C(C)Nc3ncnn32)cc1 (configuration not stated)	14	-14	-15	-1	4	3[fluorescence artefact?]	-0.2	3	-4
COc1ccc(N2CCN(CCCNC(=O)CC3Oc4ccc(C)cc4NC3=O)CC2)cc1 (configuration not stated)	6	-8	14	6	-4	-2	0.1	2	-17
Cc1cccc(OCC(=O)N/N=C2/SCC(=O)N2Cc2ccco2)c1	4	-20	-58	-1	-2	-1	0.0	7	1
COc1cc(CCC(=O)Nc2ccc(Br)c(C(F)(F)F)c2)cc(OC)c1OC	1	-3	-32	3	-6	-1	-1.2	3	-14
CC(C)CCNC(=O)C1CCC(CNc2c(N3CCCC3)c(=O)c2=O)CC1 (configuration not stated)	5	-10	-19	·	-7	-2	1.4	-21	-6
CCOC(=O)c1ccc2nc(CCC(=O)N[C@H](C(=O)OC)C(C)C)c(=O)n(CC)c2c1	9	9	35	0	3	7	-0.1	-4	-9
COC(=O)C(C)n1cnc2c(cnn2-c2ccc(Cl)cc2)c1=O (configuration not stated)	16	-29	-17	-9	2	-1	0.3	0	-3
Cc1ccc(-c2ccc(/C=C3\SC(N4CCOCC4)=NC3=O)o2)cc1	6	-15	13	1	2	6	0.8	4	12
CCOc1ccccc1C1CC(c2ccc(F)cc2)Nc2nc(N)nn21 (configuration not stated)	9	-26	14	2	-5	2	1.5	0	-18
O=C(/C=C\NCC(=O)c1ccccc1)c1ccc(F)cc1	8	-2	-17	-1	2	10	1.0	-1	-3
CCCNC(=O)c1c(N)n(-c2ccc3c(c2)OCO3)c2nc3ccccc3nc12	4	-5	10	3	7	·	0.6	4	-3
Cn1c(=S)n(CCC(=O)O)c2ccccc21	5	-41	6	0	4	-4	1.6	4	5
CCOC(=O)c1sc(NC(=O)CSc2nc(C)cc(C)c2C#N)c(C#N)c1C	11	-5	13	-3	1	-25	-1.5	-3	-1
COc1ccc(-n2c(=O)[nH]cc(C(=O)Nc3ccc4c(c3)OCCO4)c2=O)cc1	10	-12	17	2	-3	1	1.2	-8	15
COc1ccc(-n2c(-c3ccco3)n[nH]c2=S)cc1	6	-4	23	-3	3	-5	0.1	-7	4
CCOC(=O)NC(=O)/C(C#N)=N/Nc1ccc(F)cc1	5	10	1	2	0	-3	-0.8	-12	-15
COc1ccc(-n2c(C)cc(C(=O)COC(=O)c3cc(OC)c(OC)cc3NC(=O)c3cccs3)c2C)cc1	6	-8	-3	5	5	2	-0.4	13	-4
COc1ccc(-c2cc(C(F)(F)F)nc(SCC(=O)NCCN3CCOCC3)n2)cc1OC	15	-26	18	4	1	-3	1.0	13	-3
COC(=O)c1cc(OC)c(OC)cc1NC(=O)c1c(-c2ccccc2)noc1C	10	-5	36	6	-4	-2	1.4	4	-32
CC(=O)NCCC(=O)N1CCc2c([nH]c3ccccc23)C1c1cccc(C)c1 (configuration not stated)	6	-12	-19	5	1	-4	-0.5	13	6
CCn1c(SCC(=O)N2CCOCC2)nc2ccccc21	11&4	6	-32&23	-3	0	-1	-0.5	0	-1
CCOC(=O)c1cccc(NC(=O)Nc2ccc(OCC)cc2)c1	10	-1	-40	0	-4	-5	0.8	-14	-13
COc1cccc(NC(=O)Nc2cc(C)ccc2F)c1	2	-19	-5	2	-5	-1	2.3	-4	2
Cn1c(N)c(C(=O)CCl)c(=O)n(Cc2ccccc2)c1=O	10	6	7	1	3	5	-0.4	-2	-2
COc1ccccc1NC(=O)N1CCN(c2ncccn2)CC1	5	-31	13	0	5	-7[fluorescence artefact?]	0.5	2	-15
Cc1ccc(S(C)(=O)=NC(=O)NC(=O)c2c(F)cccc2Cl)cc1 (configuration not stated)	7	5	-13	·	-3	-3	-0.4	-18	-7
CCOC(=O)c1nnc(-c2ccccc2)nc1Sc1ccccc1Cl	9	-17	51	3	-8	-9	-1.5	-1	-4
Cc1ccc2cc(C)c(SCC(=O)NCc3ccco3)nc2c1	6	-6	22	8	2	1	0.0	-4	-4

One compound at a time, as listed above. Values in the order: EP2 antag, S1P4 antag, EP2 mod, NPY Y1 blocker, p97 inhibitor, eIF4E 4G PPI, S1P4 agonist, NPY2 pot ag, NPY-Y1 PAM-ag
COC(=O)c1cc(OC)c(OC)cc1NC(=O)c1c(-c2ccccc2)noc1C as listed: 10, -5, 36, 6, -4, -2, 1.4, 4, -32
CCOC(=O)c1cccc(NC(=O)Nc2ccc(OCC)cc2)c1 as listed: 10, -1, -40, 0, -4, -5, 0.8, -14, -13
Cc1ccc2cc(C)c(SCC(=O)NCc3ccco3)nc2c1 as listed: 6, -6, 22, 8, 2, 1, 0.0, -4, -4
CCn1c(SCC(=O)N2CCOCC2)nc2ccccc21 as listed: 11&4, 6, -32&23, -3, 0, -1, -0.5, 0, -1

Additional records follow:
SMILES	EP2 antag	S1P4 antag	EP2 mod	NPY Y1 blocker	p97 inhibitor	eIF4E 4G PPI	S1P4 agonist	NPY2 pot ag	NPY-Y1 PAM-ag
C=CCNC(=O)COC(=O)c1cc(S(=O)(=O)N2CCOCC2)ccc1N1CCCCC1	9	-5	8	0	2	-3[fluorescence artefact?]	-3.8	-3	12
Cc1onc(-c2c(Cl)cccc2Cl)c1COC(=O)c1ccc(Cl)cc1[N+](=O)[O-]	4	3	23	·	9	-1	-1.1	-13	4
CCCC(=O)Nc1nc2nc(C)cc(=O)n2[nH]1	·	-26	13	6	2	-4	-0.1	7	8
Cc1nn(Cc2ccc(Cl)cc2Cl)c(C)c1NC(=O)c1nn(C)cc1Cl	5	-19	-11	1	-1	2	-0.3	-6	-19
COc1ccc2nc(NCCNC(=S)NCCCN3CCOCC3)c(C#N)cc2c1	2	3	-15	-3	4	-4	2.9	-15	2
Cc1ccccc1-n1c(=S)[nH]c2nc3c(cc2c1=O)COC(C)(C)C3	12	1	-67	·	9	-5	0.8	-5	-2
O=C(CCNC(=O)c1ccccc1Cl)Nc1cc(S(=O)(=O)N2CCOCC2)ccc1N1CCCC1	3	-9	1	·	2	22	0.8	-4	-2
C=CCn1c(SCC(=O)N2CCN(c3ccccc3)CC2)nnc1-c1ccco1	1	-3	-6	9	-5	2	4.5	-35	-4
CC(C)N(N=Nc1ccc([N+](=O)[O-])cc1)C(C)C	17	-15	-23	0	1	2	-0.9	9	-1
O=[N+]([O-])c1ccc(-c2nn(-c3ccccc3)cc2/C=N/n2c(-c3ccncc3)n[nH]c2=S)cc1	3	16	-28	·	4	9	0.3	-19	-21
COC(=O)c1nnn(-c2nonc2N)c1CSc1nc2ccccc2o1	6	-3	-1	-4	2	1	-1.4	-12	-4
O=C(NNC1=NS(=O)(=O)c2ccccc21)c1ccccc1Cl	8	-15	16	1	4	-1	1.8	-3	9
CC(C)(C)NC(=O)c1ccc2c(c1)N(CC(=O)N1CCN(c3ccccc3F)CC1)C(=O)C(C)(C)O2	8	4	25	0	1	-10	-2.2	-8	-22
COC(=O)C1C(O)=C(C=Nc2ccc3ccccc3c2)C(=O)CC1(C)C (configuration not stated)	10	10	-18	5	1	3	1.0	-10	-11
O=C(c1cc2c(ccc3ccccc32)oc1=O)N1CCCC1	6&16	-20	-30&0	-2	6	0	-1.1	4	-1
CCN(c1ccccc1)S(=O)(=O)c1ccc(OCC(=O)Nc2cc(C)on2)cc1	12	-13	10	2	0	1[fluorescence artefact?]	0.9	-2	15
O=C(COc1ccc(/C=N/NC(=O)c2ccc(O)cc2)cc1)Nc1ccc([N+](=O)[O-])cc1	11	-3	9	1	-3	12[fluorescence artefact?]	0.0	2	-10
CCCCc1ccc(NC(=O)CC(C)C)cc1	3	-16	-5	0	-4	-3	-0.8	0	7
COc1cc(OC)c2c(c1)S(=O)(=O)C(c1ccccc1)=C2N	5	-5	-44	-2	2	-6	0.7	2	3
COc1ccc(S(=O)(=O)NCC2CCCN(C(=O)CN3CCCCC3)C2)cc1 (configuration not stated)	8	5	-9	-5	-3	0	-1.1	-2	-11
CNC(=O)CCSSCCC(=O)NC	4	-10	0	1	6	1	1.7	4	4
O=C(O)/C=C/c1ccc(S(=O)(=O)N2CCCCCC2)cc1	13	-20	10	7	0	-1	1.4	2	-19
COCCN(Cc1cc2cc(C)ccc2n2nnnc12)C(=S)Nc1ccc(C)cc1	10	-14	25	3	2	-12	-0.8	13	2
O=C(CCS(=O)(=O)c1ccccc1)Nc1ccc(N2CCOCC2)cc1	4	-3	6	2	5	3	-0.1	2	2
CC(=O)N(C(C)=O)c1nc2nc(C)cc(C)n2n1	4	-6	6	1	0	3	0.9	0	12
CC(=O)Nc1ccc2nc3c(=O)n(C)c(=O)n(C)c3nc2c1	17	-6	-6	·	6	16	1.3	-8	0
CCOC(=O)c1sc(NS(=O)(=O)c2cc(C)ccc2C)nc1C	9	2	34	11	1	5[fluorescence artefact?]	1.2	-8	-15
O=C(c1cccc(S(=O)(=O)Nc2cccc(C(F)(F)F)c2)c1)N1CCCCC1	6	-23	17	-2	-2	-2	-0.5	9	-9
COc1ccc(CC(=O)NNC(=O)c2nn(Cc3ccccc3)c(=O)c3ccccc23)cc1OC	10	18	9	·	2	9	0.7	-17	-1
Nc1ccccc1SCC(=O)Nc1ccc(N2CCOCC2)cc1	19	-5	-3	4	-1	6	-1.2	5	-12
O=C(Nc1ccccc1F)c1ccc2nc(N3C(=O)CCC3=O)sc2c1	26	0	-3	-5	3	6	-1.2	7	23
CC(=O)Oc1ccc2c(c1)C(=O)c1ccccc1CO2	14	0	11	1	2	5	-4.4	2	-15
COc1ccccc1CC(=O)N1CCN(c2cccc(C(F)(F)F)c2)CC1	22	-8	-25	5	-7	1	1.9	1	8
O=C(CCC(=O)N1CCOCC1)Nc1nnc(C2CCCCC2)s1	3	-9	2	0	2	6	3.4	-5	1
CCC(=O)/C=C1/Sc2ccc(OC)cc2N1CC	5	-1	10	0	2	-2	0.3	-20	1
O=C(c1ccccc1)c1cccn1CC(=O)N1CCN(C2CCCCC2)CC1	5	4	-13	9	3	11	0.8	10	-11
COc1ccc(C2NC(=O)C(C#N)=C(S)N2c2ccccc2)cc1OC (configuration not stated)	13&18	-21	-2&-3	6	-2	-1	2.0	2	6
O=C(Nc1nc2ccccc2n1CCN1CCCC1)c1ccc(Cl)cc1	13	-1	-10	-3	3	0	-0.8	13	-5
O=C(NCc1ccccc1)NC(=O)c1ccncc1	10	-18	8	0	-2	6	-1.1	-2	-11
COC(=O)CNC(=O)Cc1c(F)cccc1Cl	14	-6	16	-4	1	1	0.6	18	-15
CC(C)Cn1c(CN(Cc2ccccc2)Cc2ccccc2)nc2c1c(=O)n(C)c(=O)n2C	10	-4	43	13	-13	3	-1.2	-8	-15
CCSc1nnc(NC(=O)C2CCCCC2C(=O)O)s1 (configuration not stated)	10	-13	6	7	-3	4	1.1	5	12
O=C(Nc1ccc(-c2nc3c(ccc4ccccc43)o2)cc1)c1ccco1	7	4	-12	-2	-8	-4	-1.5	11	-7

Screening results from PubChem.

Some of the compounds tested; rates above refer to the full screens.
